TDP-43 yeast inh: inhibitors of TDP-43 toxicity in yeast; 410,000 compounds, 1.8% hits; TDP-43 expressing yeast growth rescue, BacTiter-Glo, 24 h; Potency, µM (series often up to 46.1 µM), inactives show top-dose growth rescue (activation), actives largely listed as activators; note: potency is the fitted concentration of half-maximal effect; % of control where 0% means no effect; nearly all actives have a fitted effect of over 50% in size
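Yeast cells expressing TDP-43 under galactose induction are exposed to compounds for 24 hr at 30 deg C. BacTiter-Glo luminescence measures growth, so protective compounds score as activators.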
aSyn yeast inh: alpha-synuclein toxicity inhibition in yeast; Yeast expressing alpha-synuclein, growth rescue, BacTiter-Glo, 24 h; Potency, µM (titrated, usually from 46.1 µM), inactives show at the top dose growth rescue (activation), most hits filed as activators; 370,000 compounds, 0.14% hits; note: potency is the fitted concentration of half-maximal effect; % of control where 0% means no effect; nearly all actives have a fitted effect of over 65% in size
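Galactose-induced alpha-syn yeast (OD600=0.02, raffinose-pregrown) + pinned cpd, 24 hr, 30 deg C; growth by BacTiter-Glo luminescence. Growth restoration scores as activation.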
DRD3 antagonist: blocks the human D3 dopamine receptor; P35462; D3R cells, DiscoveRx beta-arrestin luminescence, antagonist mode; stronger effect = lower value; max response, negative = inhibition, %; 360,000 compounds, 2.5% hits; in the data active = max response below about -50%; inconclusive = no clear call, values can overlap the other calls; note: % is set by controls: 0 for no effect and ±100 for the full control effect; mostly tested at two doses, the higher about 12 µM
Target sequence (P35462 whole entry, looked up): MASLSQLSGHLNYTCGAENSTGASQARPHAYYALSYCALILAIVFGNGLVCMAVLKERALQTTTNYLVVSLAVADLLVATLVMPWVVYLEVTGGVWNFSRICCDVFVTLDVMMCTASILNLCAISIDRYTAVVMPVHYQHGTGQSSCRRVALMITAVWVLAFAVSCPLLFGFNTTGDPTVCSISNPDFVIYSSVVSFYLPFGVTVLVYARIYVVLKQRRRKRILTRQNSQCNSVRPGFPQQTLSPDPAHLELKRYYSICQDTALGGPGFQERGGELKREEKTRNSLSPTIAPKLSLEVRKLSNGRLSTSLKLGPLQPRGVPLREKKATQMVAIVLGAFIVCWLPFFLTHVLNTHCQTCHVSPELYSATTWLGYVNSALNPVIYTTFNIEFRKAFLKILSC
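Cells expressing the human receptor were seeded at 1500 cells/well, incubated overnight at 37 degrees C in 5% CO2, then exposed to library compounds with dopamine controls for 90 minutes at 37 degrees C before luminescent detection.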
EPAC2 agonist: agonists of human EPAC2 (RAPGEF4); Q8WZA2; EPAC2 activation, biochemical qHTS; response scale: 100% = 6.5 mM cAMP response; Potency, µM (doses to about 154 µM), inactives show at the top dose activation, actives largely listed as activators; 360,000 compounds, 0.079% hits; note: potency is the fitted concentration of half-maximal effect; nearly all actives have a fitted effect of over 50% in size
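Each well held 100 nM EPAC2, 250 nM RAP1B-BODIPY-GDP and 50 uM GDP. Fluorescence, read at 5-min intervals to 30 min, was referenced to a 6.5 mM cAMP positive control.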
FUS suppressor: rescues growth of FUS-expressing yeast; Potency, µM (series often up to 76.6 µM), for inactives: at the highest dose growth rescue (activation), hits mostly activators; AID 1347120; S. cerevisiae FUS-expressing, growth rescue, OD600, 24 h; 390,000 compounds, 0.24% hits;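 note: potency is the fitted concentration of half-maximal effect; plate controls were DMSO vehicle for no effect and reference control for full effect; nearly all actives have a fitted effect of over 55% in size; some results filed as inactive show a strong effect at the top dose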
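Restored growth of FUS-toxic S. cerevisiae, read as 600 nm absorbance after 24 h at 30C in galactose medium (starting OD 0.005). Controls CP55940 and DMSO.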
EPAC2 antag: EPAC2 (human) antagonism | EPAC2 GEF exchange of Rap1B-BODIPY-GDP, fluorescence | Potency, µM (titrated, usually from 114 µM), inactives show top-dose activity, negative = inhibition, usual class: inhibitors | Q8WZA2 | 360,000 compounds, 0.18% hits; note: potency is the fitted concentration of half-maximal effect; % is set by controls: 0 for no effect and ±100 for the full control effect; nearly all actives have a fitted effect of over 45% in size; many of its hits are not listed in these tables
Abeta yeast res: compounds reversing amyloid beta toxicity in yeast; Potency, µM (top dose mostly 46.1 µM), without a hit: top-dose growth rescue, most hits filed as activators; 410,000 compounds, 0.063% hits; yeast expressing A-beta42, growth rescue, OD600, 48 h; response scale: 0% DMSO, 100% iron-clioquinol control; AID 1347071; note: potency is the fitted concentration of half-maximal effect; nearly all actives have a fitted effect of over 55% in size
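Yeast growth medium received pinned compounds, then yeast cells expressing toxic A-beta were added; plates incubated at 30 C for 48 hr. Growth read as absorbance at 600 nm, normalized to DMSO and equimolar FeCl3 plus clioquinol controls.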
DRD3 agonist: D3 dopamine receptor (human) agonism. P35462. D3R DiscoveRx beta-arrestin cells, luminescence, 90 min. max activation, %. 410,000 compounds, 0.58% hits; in the data active = max activation above about 30%; note: 0% is about no effect; mostly tested at two doses, the higher about 12 µM
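Agonist-mode cell screen: cells plated at 1500/well and incubated overnight at 37 °C, then exposed to library compounds for 90 min at 37 °C. Detection reagent was added for 30–60 min at room temperature, and luminescence was read.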
Starred values were filed as active, the others as inactive; ? = inconclusive; . = no result given; [ ] = dose if it differs, or a comment. Unless noted, calls come from the whole dose curve; as a rule, active = well fitted curve in the direction sought with a large enough effect; inconclusive = small, poorly fitted or top-dose-only effect, or another doubt; inactive = no such curve, though single readings can be large; an effect the other way counts as inactive or inconclusive.

SMILES	TDP-43 yeast inh	aSyn yeast inh	DRD3 antagonist	EPAC2 agonist	FUS suppressor	EPAC2 antag	Abeta yeast res	DRD3 agonist
O=C(CCc1nc2ccccc2s1)OCC(=O)N1CCN(C(=O)c2ccco2)CC1	-1%	-2%	-14	4%	2%	1%	9%	0
CC(C)C[C@H](NC(=O)N1c2ccccc2NC(=O)[C@@H]1C(C)C)C(=O)N1CCC[C@@H]1C(=O)O	6%	1%	14	-2%	6%	2%	-11%	-1
COc1cc(CCC(=O)NCc2ccc3c(c2)CCN3C(=O)c2ccc(F)cc2)cc(OC)c1OC	25%	.	.	.	-12%	.	-20%	-8
COc1ccc2[nH]c(=O)c(CN(CC3CCCO3)S(=O)(=O)c3ccccc3F)cc2c1 (stereo unspecified)	-5%	4%	68	6%	14%	-14%	6%	17
Cc1nn(CC(=O)Nc2ccc(S(N)(=O)=O)cc2)c(=O)c2ccccc12	-22%	3%	6	-11%	19%	-9%	-10%	-8
CCOC(=O)C/C(N)=N/NC(=O)c1ccc(Cl)cc1Cl	-9%	2%	7	2%	41%	8%	0%	4
O=C(c1ccc(S(=O)(=O)N2CCOCC2)cc1)N1CCN(c2ccccn2)CC1	12%	-2%	5	13%	-24%	15%	-1%	-2
O=C(COc1ccccc1)NC1CCCCCCC1	?	10%	-1	3%	4%	2%	-10%	-10
CCCCC(=O)Nc1nnc(S(=O)(=O)N(C)Cc2ccco2)s1	-3%	0%	6	-6%	23%	-7%	15%	-2
O=C(Nc1ccc(F)cc1F)Nc1csc2ccccc12	11µM*	-23%	11	16%	1%	-20%	40%	4
CCOC(=O)Nc1ccc2c(c1)OCO2	0%	3%	34	6%	-20%	1%	2%	7
CCN(CC)C(=O)CSc1nnc(-c2ccccc2)c(-c2ccccc2)n1	23%	-19%	12	-4%	.	2%	-17%	5
CC(=O)c1c(C)[nH]c(C(=O)Nc2nccs2)c1C	22%	-1%	3	-4%	-1%	8%	-7%	2
O=C(Nc1c2c(nc3ccccc13)CCCC2)c1ccccc1Cl	-7%	-1%	8	1%	-3%	13%	-9%	2
Cc1cc(C)c(S(=O)(=O)Nc2ccc(-c3ccc(N4CCCCC4)nn3)cc2)cc1C	0%	.	.	.	?	.	-13%	-5
Cc1cccc(OCC(=O)N2CCC(N3CCCCCC3)CC2)c1	-11%	.	?	10%	-3%	1%	0%	-7
CCOC(=O)c1c(-c2ccccc2)oc2cc(Br)c(OCc3ccccc3)cc12	-2%	.	.	.	-2%	.	-21%	-7
Clc1ccc(-c2csc(N3CCN(c4ccccc4)CC3)n2)cc1	9%	-2%	19	5%	-31%	-10%	3%	-12
NC(=O)c1ccc[n+](Cc2ccccc2)c1	23%	1%	1	6%	.	8%	4%	-1
Cc1c(Cl)cccc1NC(=S)N1CCCCCC1	6%	-6%	-7	5%	21%	5%	?	4

Full records from above:
Shown for `CC(=O)c1c(C)[nH]c(C(=O)Nc2nccs2)c1C` → TDP-43 yeast inh = 22%; aSyn yeast inh = -1%; DRD3 antagonist = 3; EPAC2 agonist = -4%; FUS suppressor = -1%; EPAC2 antag = 8%; Abeta yeast res = -7%; DRD3 agonist = 2
Shown for `Cc1c(Cl)cccc1NC(=S)N1CCCCCC1` → TDP-43 yeast inh = 6%; aSyn yeast inh = -6%; DRD3 antagonist = -7; EPAC2 agonist = 5%; FUS suppressor = 21%; EPAC2 antag = 5%; Abeta yeast res = ?; DRD3 agonist = 4

Later entries.
SMILES	TDP-43 yeast inh	aSyn yeast inh	DRD3 antagonist	EPAC2 agonist	FUS suppressor	EPAC2 antag	Abeta yeast res	DRD3 agonist
O=[N+]([O-])c1ccc(Oc2cc(NC3CCCCCCC3)c([N+](=O)[O-])cc2[N+](=O)[O-])cc1	9%	8%	-8	2%	-12%	13%	-2%	-1
Cc1cc(C)cc(NS(=O)(=O)c2c(C(=O)N3CCOCC3)c(C)n(C)c2C)c1	-11%	1%	-1	3%	2%	-8%	-6%	2
O=C(CN1C(=O)NC(Cc2ccccc2)C1=O)Nc1ccc(F)c(Cl)c1 (stereo unspecified)	2%	-9%	-8	12%	-12%	-3%	-8%	3
CCn1c(C(Cc2ccccc2)NC(=O)COC)nc2ccccc21 (stereo unspecified)	15%	0%	26	2%	-14%	-5%	11%	-6
COc1ccc(C2CC(c3ccccc3O)=NN2c2ccccc2)cc1 (stereo unspecified)	18%	3%	9	11%	2%	-4%	0%	10
COc1cccc(CN2CCC2(C)C(=O)Nc2ccc(C)c(O)c2)c1F (stereo unspecified)	24%	16%	32	15%	-8%	-10%	-10%	7
O=C(NCc1cccnc1)c1cc2nc(-c3cccs3)cc(C(F)(F)Cl)n2n1	6%	4%	22	-7%	28%	-5%	0%	-9
Cc1noc(C)c1C(=O)OCC(=O)NC1CC1	-4%	-5%	-10	11%	-14%	0%	-7%	-3
CCc1ccc(N2CC(C(=O)OCC(=O)NC3CCS(=O)(=O)C3)CC2=O)cc1 (stereo unspecified)	10%	3%	-6	2%	10%	0%	0%	-3
CC(=O)OCCNc1cc(SC(C)C)c2nonc2c1[N+](=O)[O-]	19%	4%	6	-10%	-1%	-15%	-23%	0
CCCCS(=O)(=O)c1oc(-c2ccc(F)cc2)nc1S(=O)(=O)c1ccc(C)cc1	?	.	.	.	26%	.	-25%	-14
Cc1cc(C)c(/C=C(\C#N)S(=O)(=O)c2ccccc2)[nH]1	10%	2%	9	7%	-2%	-1%	17%	-5
C=CCn1c(SCC(=O)Nc2ccc3c(c2)OCCO3)nnc1-c1ccco1	-14%	7%	-23	4%	.	5%	8%	-5
Cc1ccc(NC(=O)c2ncn(CCCNCC(C)c3ccccc3)n2)cc1C (stereo unspecified)	9%	0%	2	6%	-2%	-1%	-11%	-6
CCOc1ccc(C(=O)Nc2ccccc2N2CCCC2)cc1	-11%	-7%	39	6%	72%	-6%	7%	-2
COc1ccc(/C(O)=C2/C(=O)C(=O)N(CCN(C)C)C2c2cccnc2)cc1C (stereo unspecified)	-9%	0%	-14	15%	23%	3%	-10%	-5
Cc1ccc(-c2nc(CSCC(=O)NCCN3CCN(Cc4ccccc4)CC3)c(C)o2)cc1	-8%	2%	-23	-8%	17%	4%	1%	3
CCC(CC)C(=O)Nc1ccc2nc(SCc3ccccc3)sc2c1	2%	.	.	.	4%	.	-8%	1
Cc1ccc(C2=C/C(=C/c3cccs3)C(=O)O2)cc1	22%	-1%	-12	-48%[inhibitor]	.	16%	-1%	-8
COc1cccc(NC(=O)C2CCCN(S(=O)(=O)c3cccc4nsnc34)C2)c1 (stereo unspecified)	-2%	0%	-19	0%	30%	-3%	-3%	-11
COc1ccc(CCNC(=O)c2cc(COc3c(C)cccc3C)on2)c(OC)c1	-20%	3%	8	5%	.	-1%	0%	0
CCOc1ccc(C2C(C(=O)c3ccco3)=C(O)C(=O)N2CCCn2ccnc2)cc1OCC (stereo unspecified)	5%	5%	7	-2%	3%	-1%	8%	-3
CS(=O)(=O)c1ccc(CNC(=O)C2(C(F)(F)F)C/C(=C/CCO)CCCO2)cc1 (stereo unspecified)	19%	2%	8	0%	-23%	5%	-3%	12
Cc1cccc(-n2c(C)cc(C)c(C#N)c2=O)c1	-1%	6%	-11	4%	31%	-3%	18%	-1
CCN1CCN(C(=O)/C=C/c2ccc(OC)c(OC)c2)CC1	6%	2%	-12	-5%	-21%	1%	-9%	-2
Cc1ccc(NC(=O)C(=O)NCC2CCCO2)cc1C (stereo unspecified)	-2%	-7%	-17	5%	2%	8%	-27%	-12
CCN(CCCNC(=O)CNC(=O)Cn1cnc2ccccc2c1=O)c1ccccc1	-20%	-3%	0	1%	-28%	17%	7%[9.22 µM]	6
CC(=O)Nc1ccc(NC(=O)c2ccc(NS(=O)(=O)c3cc(C(C)(C)C)ccc3C)cc2)cc1	-11%	-1%	0	-5%	3%	1%	-9%	-4
COc1ccc(C(=O)N/N=C/c2ccc(OC)c(COc3c(F)c(F)cc(F)c3F)c2)cc1	9%	9%	3	-9%	6%	-4%	12%	1
COc1ccc(OC)c(NC(=O)c2csc(Cl)c2OC)c1	20µM*	6%	19	13%	?	?	-48%[inhibitor]	2
CCS(=O)(=O)N1CCc2cc(C(=O)Nc3cc(Cl)ccc3C)ccc21	-6%	.	.	.	7%	.	-4%	-13
Cc1ccc2oc(C(=O)N(Cc3ccncc3)CC3CCCO3)c(C)c2c1 (stereo unspecified)	12%	-2%	-8	2%	9%	-5%	19%	-1
O=C(Nc1nnc(C2CC2)s1)C1Cc2ccccc2CN1S(=O)(=O)c1ccccc1F (stereo unspecified)	1%	2%	19	-2%	22%	-4%	15%	21

Only EPAC2 agonist, FUS suppressor and DRD3 agonist, for two of the compounds above:
Structure	EPAC2 agonist	FUS suppressor	DRD3 agonist
COc1ccc(OC)c(NC(=O)c2csc(Cl)c2OC)c1	13%	?	2
CCS(=O)(=O)N1CCc2cc(C(=O)Nc3cc(Cl)ccc3C)ccc21	.	7%	-13

Given with each value named: entries from further up
> Cc1ccc(NC(=O)C(=O)NCC2CCCO2)cc1C (stereo unspecified)
  TDP-43 yeast inh: -2%; aSyn yeast inh: -7%; DRD3 antagonist: -17; EPAC2 agonist: 5%; FUS suppressor: 2%; EPAC2 antag: 8%; Abeta yeast res: -27%; DRD3 agonist: -12

> Cc1ccc2oc(C(=O)N(Cc3ccncc3)CC3CCCO3)c(C)c2c1 (stereo unspecified)
  TDP-43 yeast inh: 12%; aSyn yeast inh: -2%; DRD3 antagonist: -8; EPAC2 agonist: 2%; FUS suppressor: 9%; EPAC2 antag: -5%; Abeta yeast res: 19%; DRD3 agonist: -1

A portion of the library; count on the stated rates, not on these rows.
